From PubChem
GluA2 TARP mod: GluA2-stargazin AMPA receptor complex modulation. O88602+P19491. HEK293 GluA2+stargazin, membrane potential dye (FDSS), glutamate EC50; hits were called plate by plate, in both directions. calls only at 30 µM. 3.5% of 40,000 active;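 active means any of four per-well response measures lying three or more SD from its plate-wide compound average, in either direction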
Target sequence (O88602 whole entry, looked up): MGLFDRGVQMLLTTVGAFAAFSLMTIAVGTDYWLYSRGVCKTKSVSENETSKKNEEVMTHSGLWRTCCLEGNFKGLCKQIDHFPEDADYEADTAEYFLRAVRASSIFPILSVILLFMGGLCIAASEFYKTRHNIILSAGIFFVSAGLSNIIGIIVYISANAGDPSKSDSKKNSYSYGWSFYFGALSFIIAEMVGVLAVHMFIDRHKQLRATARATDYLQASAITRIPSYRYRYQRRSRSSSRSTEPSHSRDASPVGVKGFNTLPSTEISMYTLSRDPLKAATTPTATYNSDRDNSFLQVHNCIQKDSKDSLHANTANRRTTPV
Target sequence (P19491 whole entry, looked up): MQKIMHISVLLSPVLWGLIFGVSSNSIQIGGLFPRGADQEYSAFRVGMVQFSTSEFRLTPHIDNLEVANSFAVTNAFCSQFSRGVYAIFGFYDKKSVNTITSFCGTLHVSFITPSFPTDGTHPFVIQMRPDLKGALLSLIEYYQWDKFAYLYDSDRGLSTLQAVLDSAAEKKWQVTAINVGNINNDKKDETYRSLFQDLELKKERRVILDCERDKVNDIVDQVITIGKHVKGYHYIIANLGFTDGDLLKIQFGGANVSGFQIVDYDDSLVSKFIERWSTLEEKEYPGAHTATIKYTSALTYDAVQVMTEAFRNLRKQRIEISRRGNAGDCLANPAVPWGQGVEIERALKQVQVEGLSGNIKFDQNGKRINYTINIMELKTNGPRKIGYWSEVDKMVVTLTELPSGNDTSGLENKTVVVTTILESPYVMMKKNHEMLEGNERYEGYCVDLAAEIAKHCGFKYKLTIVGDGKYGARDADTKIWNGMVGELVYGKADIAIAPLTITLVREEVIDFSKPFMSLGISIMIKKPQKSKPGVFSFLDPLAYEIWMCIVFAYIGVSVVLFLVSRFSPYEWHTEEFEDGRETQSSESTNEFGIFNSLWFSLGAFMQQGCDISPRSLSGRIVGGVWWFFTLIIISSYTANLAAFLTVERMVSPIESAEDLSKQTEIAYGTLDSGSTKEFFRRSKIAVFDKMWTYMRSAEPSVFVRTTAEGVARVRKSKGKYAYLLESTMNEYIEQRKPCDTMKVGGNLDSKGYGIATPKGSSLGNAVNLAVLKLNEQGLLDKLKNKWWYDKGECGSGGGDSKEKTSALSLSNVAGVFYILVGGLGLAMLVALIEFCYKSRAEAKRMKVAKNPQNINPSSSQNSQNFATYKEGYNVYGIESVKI
GluA2 TARP mod agonism max-min: second read-out of GluA2 TARP mod, no call of its own (marks repeat the call); compound max-min signal; compound-alone response (agonism);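 unitless range of fluorescence divided by baseline over first 100 seconds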
GluA2 TARP mod glutamate slope: second read-out of GluA2 TARP mod, no call of its own (marks repeat the call); glutamate slope, % of max; measured here: glutamate response slope, % max;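 scaled per plate between vehicle wells and maximal 1 mM glutamate control wells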
* hit, by the source's call; i = inactive; + = active, no number; & = joins results of further samples.

SMILES	GluA2 TARP mod	GluA2 TARP mod agonism max-min	GluA2 TARP mod glutamate slope
CC(=O)c1ccc(OCC(O)CN2CCN(c3cc(Cl)ccc3C)CC2)cc1 (centres undefined)	i	0.048	52
O=S(=O)(c1cccs1)N1CCN(c2ccc(Nc3cccnc3)nn2)CC1	i	0.28	37
O=C(CCCS(=O)(=O)c1ccc(F)cc1)Nc1nnc(-c2ccco2)o1	i	0.087	58
COc1ccc(SCC(=O)Nc2nccs2)cc1	i	0.1	66
O=C(NCC1(O)CCCC1)c1cnccn1	i	0.1	68
Cc1nn(C2CCS(=O)(=O)C2)c2nc(-c3ccccc3)cc(C(=O)Nc3ccc(F)c(F)c3)c12 (centres undefined)	i	0.11	58
O=C(Nc1nnc(C2CCCCC2)o1)C1=COCCO1	i	0.051	62
COc1cc(C(=O)N2CCC3(CC2)NC(=O)NC3=O)cc(OC)c1OC	i	0.052	32
COc1ccc(S(=O)(=O)c2cnc(SCC(=O)NCc3ccc(Cl)cc3)[nH]c2=O)cc1	i	0.16	55
CC(=O)c1ccc(NC(=O)CSc2ccc(NC(=O)c3ccco3)nn2)cc1	+	0.037*	47*
COc1cccc(-n2nnc3c(N4CCN(C(=O)c5cccs5)CC4)ncnc32)c1	i	0.064	52
Cc1ccc(S(=O)(=O)Nc2ccc3c(c2)N(S(=O)(=O)c2ccc(F)cc2)CCC3)cc1	i	0.11	75
O=C1CC(c2nc3ccccc3n2Cc2ccc(Cl)cc2)CN1c1ccccc1 (centres undefined)	i	0.057	55
COc1ccccc1-n1ccn2c(=O)n(Cc3ccc(F)cc3Cl)nc2c1=O	i	0.09	61
CCOc1ccccc1NC(=O)CSc1nnc(Cc2ccc(OC)cc2)n1N	i	0.094	69
CC(Oc1ccc(Br)cc1)C(=O)Nn1c(=S)[nH]c2ccccc2c1=O (centres undefined)	i	0.066	86
O=C(NCc1ccco1)c1nnn(-c2ccccc2)c1CSc1ncccn1	i	0.073	54
CC1=C(C(=O)Nc2cccc(C(F)(F)F)c2)C(c2ccccn2)C2=C(CC(C)(C)CC2=O)N1 (centres undefined)	i	0.11	43
Cc1ccc(C)c(Sc2cc(N3CCC(C(=O)NCc4ccncc4)CC3)ncn2)c1	i	0.059	64
O=C(C1=COCCO1)N(CCN1CCOCC1)c1nc2c(F)cccc2s1	+	0.099*	62*
COc1cccc(NC(=O)c2ccc(S(=O)(=O)N(Cc3ccccc3)C(C)C)cc2)c1	i	0.074	58
CCc1cccc(OCC(O)Cn2c(NCCC(=O)O)nc3c2c(=O)[nH]c(=O)n3C)c1 (centres undefined)	i	0.1	52
O=C(c1ccc2ncsc2c1)N1CCC(Cn2cccn2)CC1	i	0.12	65
CN1C(=O)CCc2cc(NC(=O)c3ccc4c(c3)OCO4)ccc21	+	0.13*	59*
Cc1ccc(-c2ccc(SCC(=O)N3CCCCC3)nn2)cc1C	i	0.03	65
O=c1cc(-c2ccccc2)nc(SCc2nc(-c3ccc(Br)cc3)no2)[nH]1	i	0.071	57
O=C(Nc1cccnc1)c1ccc(S(=O)(=O)NCc2cccs2)o1	i	0.089	65
COc1ccccc1OCC(O)Cn1c(C2CC(=O)N(c3ccc(Cl)cc3)C2)nc2ccccc21 (centres undefined)	i	0.11	56
O=C(NCCC1=CCCCC1)c1ccc(C2Nc3ccccc3S(=O)(=O)N2)cc1 (centres undefined)	i	0.061	68
CN(C)S(=O)(=O)c1ccc(C(=O)NCCn2nc(-c3cccs3)n(C)c2=O)cc1	i	0.16	82
COc1ccc(OC)c(-c2ccc(=O)n(CC(=O)Nc3ccc(-n4cnnn4)cc3)n2)c1	i	0.046	53
Nc1c(C(=O)NCc2ccc3c(c2)OCO3)sc(=S)n1Cc1ccccc1	i	0.12	62
COCCn1c(-n2nc(C)cc2C)nc2c1c(=O)n(Cc1ccccc1)c(=O)n2C	i	0.04	42
CCOc1ccc(-c2ccc(=O)n(CC(=O)NCC3CCCO3)n2)cc1 (centres undefined)	i	0.045	57
CC(C)(Oc1ccc(Cl)cc1)C(=O)NCC(O)(c1cccs1)C1CC1 (centres undefined)	i	0.12	42
CC12CCC(C(=O)N(CC(O)CN3CCCCC3)C1=O)C2(C)C (centres undefined)	i	0.081	47
COC(=O)c1cc(Oc2ncnc3sc(C)c(C)c23)cc(C(=O)OC)c1	i	0.07	42
CCSc1nnc(NC(=O)CSc2nnnn2-c2cc(C)ccc2C)s1	i	0.084&0.052	50&104
CC(C)C(=O)Nc1ccc(C(=O)NCCNC(=O)c2ccc(-c3ccccc3)cc2)cc1	i	0.093	50
O=C(c1nc2ccccc2s1)N(CCc1ccccc1)Cc1ccccn1	+	0.11*	63*
COCCn1c(=NC(=O)CS(=O)(=O)c2ccc(OC)cc2)sc2c(OC)ccc(OC)c21	i	0.032	42
COCCN1C(=O)C2ON(c3ccccc3)C(c3ccc(F)cc3)C2C1=O (centres undefined)	i	0.1	51
CCOc1ccc(NC(=O)CN2CCN(c3nccn3-c3ccc(C)cc3)CC2)cc1	i	0.034	38
CCOc1ccccc1N1C(=O)CC(N2CCN(c3ccccc3)CC2)C1=O (centres undefined)	i	0.15	60
NC(=O)Cn1nnn(-c2ccc(NC(=O)c3ccc(F)c(F)c3)cc2)c1=O	i	0.12	75
COc1ccc(NC(=O)c2ccc(=O)[nH]n2)c(OC)c1	i	0.096	57
O=C(Nc1ccccc1F)c1ccc(=O)n(Cc2ccccc2)c1	i	0.046	64
O=C(Nc1cccc(N2CCCCC2=O)c1)c1cc(Cl)ccc1Cl	i	0.093	57
CCCN1C(=O)CCc2cc(NC(=O)c3cccc(OC)c3OC)ccc21	i	0.081	49
O=C(Cc1csc(NC(=O)c2ccc[nH]c2=O)n1)NCc1cccs1	i	0.053	37
COc1cc(C(=O)NC(=S)N2CCc3ccccc32)cc(OC)c1OC	i	0.028	53
CC1CCN(CCCNC(=O)c2ccc(Cn3c(=S)[nH]c4cc5c(cc4c3=O)OCO5)cc2)CC1	i	0.13	70
O=S(=O)(Nc1ccc(Br)cc1)N1CCOCC1	i	0.13	53
Cc1ccc(Cl)cc1N1CCN(S(=O)(=O)N2CCCCCC2)CC1	i	0.034	61
Cc1cc(NC(=O)C(C)Oc2ccccc2)n(-c2nc3c(cnn3-c3ccc(C)c(C)c3)c(=O)[nH]2)n1 (centres undefined)	+	0.41*	20*
COc1cccc(-n2nnc3c(N4CCN(C(=O)CC(C)(C)C)CC4)ncnc32)c1	i	0.061	65
Cc1ccc(C(=O)NNC(=O)c2cccn(Cc3ccc(Cl)c(Cl)c3)c2=O)cc1	i	0.065	49
COc1ccc(-c2ccc(=O)n(CC(=O)NCCc3c[nH]c4ccccc34)n2)cc1OC	i	0.12	81
COc1ccc(-n2c(=O)c3ccccc3n(CC(=O)NCCc3ccc(OC)c(OC)c3)c2=O)cc1	i	0.045	45
Cc1ccc(N2CCCn3c2nc2c3c(=O)n(CC(N)=O)c(=O)n2C)cc1C	i	0.097	60
Remaining list, next part
SMILES	GluA2 TARP mod	GluA2 TARP mod agonism max-min	GluA2 TARP mod glutamate slope
CCCNC(=O)Cn1nc2c(c1NC(=O)c1ccco1)CSC2	i	0.1	69
O=C(CCCS(=O)(=O)c1ccc(Cl)cc1)Nc1ccccc1Oc1ccccc1	i	0.094	54
Nc1ccc(S(=O)(=O)N2CCCCCC2)cc1	i	0.071	59
O=C(Nc1ccc(CC(=O)N2CCOCC2)cc1)c1ccccc1C(F)(F)F	i	0.04	28
CC(NC(=O)OCc1ccccc1)c1nc2ccccc2[nH]1 (centres undefined)	i	0.11	54
CCOC(=O)N1CCN(C(=O)CSc2nnc(-c3cn(C)nc3OC)n2CC)CC1	i	0.1	65
CCCc1nc(-n2cccc2)sc1C(=O)NCc1cc(F)cc(F)c1	i	0.1	50
CCn1nccc1C(=O)Nc1nnc(-c2cc3cccc(OC)c3o2)o1	i	0.16	57
CC(=O)N1CCN(c2ccnc3c2c(=O)n(Cc2ccc(C(F)(F)F)cc2)c(=O)n3C)CC1	i	0.11	73
N#CC(N)Cc1ccccc1 (centres undefined)	i	0.063	0
CCOc1ccc(C(=O)Nc2ccc3c(c2)CCCN3C(=O)c2ccccc2)cc1OCC	i	0.12	62
COc1ccccc1NC(=O)Cn1cnc2c(-c3ccccc3)csc2c1=O	i	0.11	51
O=C(Cc1csc(Nc2ccc(OC(F)(F)F)cc2)n1)NCc1cccnc1	i	0.18	50
O=C(CSc1cc(N2CCOCC2)ncn1)c1cccs1	i	0.079	58
COc1cccc(C(CNS(=O)(=O)c2ccc3c(c2)OCCO3)N2CCOCC2)c1 (centres undefined)	i	0.1	67
COc1ccccc1NC(=O)c1ccn(C)n1	i	0.09	56
CCNC(=O)C(=O)Nc1ccc(N2CCCC2=O)c(C)c1	i	0.047	50
CCOC(=O)C1=C(C)NC(=O)NC1C1CC=CCC1 (centres undefined)	i	0.057	53
O=S(=O)(CCc1ccccc1)NCC(c1cccs1)N1CCOCC1 (centres undefined)	i	0.091	70
Cc1ccc(S(=O)(=O)/C(C#N)=C/N2CCN(c3cccc(Cl)c3)CC2)cc1C	i	0.1	60
O=C(Nc1nc2c(s1)CCCC2)c1ccc([N+](=O)[O-])o1	i	0.19	39
CCCCc1nc(C(N)=O)c2[nH]c(=O)n(-c3ccccc3F)c2n1	i	0.035	49
O=C(Cn1c(=O)[nH]c2ccccc2c1=O)NCc1nc2ccccc2[nH]1	i	0.1	52
O=C(Cc1csc2nc(-c3ccccc3)cn12)NC1CCCCCC1	i	0.038	59
CCCOc1ccc(C2NC(=O)NC(C)=C2C(=O)OC2CCCC(C)C2)cc1 (centres undefined)	i	0.094	65
CCOc1cccc2c1OC(c1cccnc1)N1N=C(c3cccs3)CC21 (centres undefined)	i	0.056	62
COc1ccc(S(=O)(=O)N2CCN(CCN3C(=O)c4cccc5cccc(c45)C3=O)CC2)cc1	i	0.068	35
Cc1ccc(S(=O)(=O)c2cnc(SCC(=O)Nc3ccccc3C(F)(F)F)[nH]c2=O)cc1	i	0.11	59
Cc1cc(C)c(C(=O)Nc2sc3c(c2C#N)CCCC3)c(C)c1	i	0.065	63
CCN(CC)C(=O)Cn1cc(C(=O)C(=O)NCCCN2CCOCC2)c2ccccc21	i	0.035	54
CN(C)c1ccc(NC(=O)c2ccncc2)cc1	i	0.11	2
Cc1cc(C(=O)N2CCOCC2)nn1CC(=O)Nc1ccc(C(F)(F)F)cc1	i	0.097	64
COc1ccc(CCC(=O)N2CCN(c3ncnc4c3nnn4-c3ccc(OC)cc3)CC2)cc1	i	0.091	71
CC1=C(C(=O)OC(C)C)C(c2cccc([N+](=O)[O-])c2)N2C(=O)CCSC2=N1 (centres undefined)	i	0.11	61
COCCCN1CCc2nc(SCc3cccc(Br)c3)[nH]c(=O)c2C1	i	0.03	60
Cn1cc(C(=O)N2CCOCC2)cc(NC(=O)c2ccc(C(C)(C)C)cc2)c1=O	i	0.081	60

3 structures from above, sorted by formula weight, rising.
SMILES	GluA2 TARP mod	GluA2 TARP mod agonism max-min	GluA2 TARP mod glutamate slope
CN(C)c1ccc(NC(=O)c2ccncc2)cc1	i	0.11	2
CCN(CC)C(=O)Cn1cc(C(=O)C(=O)NCCCN2CCOCC2)c2ccccc21	i	0.035	54
Cc1ccc(S(=O)(=O)c2cnc(SCC(=O)Nc3ccccc3C(F)(F)F)[nH]c2=O)cc1	i	0.11	59

Structures above containing two or more sulfur atoms (13):
SMILES	GluA2 TARP mod	GluA2 TARP mod agonism max-min	GluA2 TARP mod glutamate slope
O=S(=O)(c1cccs1)N1CCN(c2ccc(Nc3cccnc3)nn2)CC1	i	0.28	37
COc1ccc(SCC(=O)Nc2nccs2)cc1	i	0.1	66
COc1ccc(S(=O)(=O)c2cnc(SCC(=O)NCc3ccc(Cl)cc3)[nH]c2=O)cc1	i	0.16	55
Cc1ccc(S(=O)(=O)Nc2ccc3c(c2)N(S(=O)(=O)c2ccc(F)cc2)CCC3)cc1	i	0.11	75
O=C(Nc1cccnc1)c1ccc(S(=O)(=O)NCc2cccs2)o1	i	0.089	65
CN(C)S(=O)(=O)c1ccc(C(=O)NCCn2nc(-c3cccs3)n(C)c2=O)cc1	i	0.16	82
Nc1c(C(=O)NCc2ccc3c(c2)OCO3)sc(=S)n1Cc1ccccc1	i	0.12	62
CCSc1nnc(NC(=O)CSc2nnnn2-c2cc(C)ccc2C)s1	i	0.084&0.052	50&104
COCCn1c(=NC(=O)CS(=O)(=O)c2ccc(OC)cc2)sc2c(OC)ccc(OC)c21	i	0.032	42
O=C(Cc1csc(NC(=O)c2ccc[nH]c2=O)n1)NCc1cccs1	i	0.053	37
O=C(CSc1cc(N2CCOCC2)ncn1)c1cccs1	i	0.079	58
O=S(=O)(CCc1ccccc1)NCC(c1cccs1)N1CCOCC1 (centres undefined)	i	0.091	70
Cc1ccc(S(=O)(=O)c2cnc(SCC(=O)Nc3ccccc3C(F)(F)F)[nH]c2=O)cc1	i	0.11	59

The list goes on:
SMILES	GluA2 TARP mod	GluA2 TARP mod agonism max-min	GluA2 TARP mod glutamate slope
O=C(Nc1ccc2c(c1)OCO2)N1CCN(c2cc(-n3cccn3)ncn2)CC1	i	0.087	63
CC(=O)N1CCN(c2oc(-c3ccccc3C)nc2S(=O)(=O)c2ccc(C)cc2)CC1	+	0.097*	78*
CCOCCn1c(=O)c2c(nc3n(-c4ccc(C)c(C)c4)c(-c4ccccc4)cn23)n(C)c1=O	i	0.062	68
CSc1ccc(CC(=O)Nc2nc(-c3cccs3)cs2)cc1	i	0.12	56
Cc1cccc(Nc2ccc(N3CCN(C(=O)Cc4c[nH]c5ccccc45)CC3)nn2)n1	+	0.34*	39*
O=C(NCc1ccc2c(c1)OCO2)C(=O)NCC(O)(c1ccco1)C1CC1 (centres undefined)	i	0.1	62
Cc1cccc(N2CCN(S(=O)(=O)CCN)CC2)c1	i	0.03	40
COc1nn(C)cc1C(=O)NCC(=O)Nc1ccccn1	i	0.079	57
COc1ccc(NC(=O)Nc2ccccc2C(F)(F)F)cc1N1CCCCC1=O	i	0.085	55
C=C(C)CN(Cc1ccccc1)C(=S)Nc1ccccc1	i	0.043	46
Cc1nc(NCc2ccc(F)cc2)nc(N2CCCC2)c1[N+](=O)[O-]	i	0.12	68

These rows are one share of the data; the hit share may differ from the screen's.
